# Screens from PubChem.
# RPL19A-GFP yeast = RPL19A-GFP expression modulators in yeast, primary screen, cell-based, S. cerevisiae, multiplex flow cytometry, MLPCN; S. cerevisiae RPL19A-GFP strain, 3 h; hits give low values; percent response vs DMSO, % at 10 µM; 330,000 compounds, 0.3% hits;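 active = percent response vs DMSO below 50%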;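 also: median channel GFP fluorescence of the barcoded RPL19A-GFP strain; ratio of sample median GFP to plate DMSO average so 100% = DMSO; lower means less RPL19A-GFP as with rapamycin TOR inhibition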
# LAP4 TOR yeast = modulators of LAP4-GFP expression in yeast, primary screen, S. cerevisiae, multiplex flow cytometry, MLPCN library; 3 h; median GFP as percent of DMSO wells; GFP response vs DMSO, % at 10 µM; 320,000 compounds, 0.34% hits;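 active = GFP response vs DMSO above a set limit, about the screen mean plus 3 SD, cut at about 150% in these data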
# MEP2-GFP yeast = modulators of MEP2-GFP levels in yeast, primary screen, S. cerevisiae, multiplex flow cytometry, MLPCN library. S. cerevisiae MEP2-GFP strain, 3 h; 100% = DMSO control level. GFP response vs DMSO, % at 10 µM. 330,000 compounds, 0.51% hits. AID 2016, 2009;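 active = GFP response versus DMSO above a set limit, roughly screen mean plus 3 SD, cut at about 180% in these data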;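 also: median GFP fluorescence of the barcode-gated MEP2-GFP cells per well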
# CIT2 TOR yeast = modulators of CIT2-GFP expression in yeast, primary screen, S. cerevisiae, GFP fusion, multiplex flow cytometry, MLPCN library; S. cerevisiae CIT2-GFP strain, 3 h; 100 means same as DMSO wells; GFP response vs DMSO, % at 10 µM; 320,000 compounds, 0.065% hits; AID 2029, 2009;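 active = GFP response relative to DMSO above a set limit, near the screen mean plus 3 SD, cut at about 150% in these data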;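 also: ratio of well median GFP fluorescence to mean of DMSO wells on the plate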
# Yeast superoxide = reduction of superoxide in aged yeast, primary screen, HTS. AID 2690, 2010. 330,000 compounds, 0.18% hits. S. cerevisiae aged cells, superoxide DHE fluorescence; hits give low values. superoxide response (% of plate mean), % at 10 µM;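 active = superoxide response under a set limit, about three screen SD below normal, cut at about 65% in these data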;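 also: yeast aged for seven days with compound at 30 °C before DHE staining; 100% = average MFI of all compound-treated wells on the plate with controls excluded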
# AGP1-GFP MLPCN = modulators of AGP1-GFP expression in yeast TOR pathway, primary screen, cell-based, multiplex flow cytometry, S. cerevisiae, MLPCN library; 3 h; GFP as percent of DMSO wells; GFP response vs DMSO, % at 10 µM; 320,000 compounds, 0.02% hits; AID 2066, 2009;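 active = GFP response relative to DMSO above a set limit, near screen average plus 3 SD, cut at about 150% in these data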;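 also: median GFP channel fluorescence of the gated AGP1 strain per well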
# Efflux pump inh = inhibitors of Candida efflux pumps in yeast, primary screen, S. cerevisiae, Nile Red, multiplex | 330,000 compounds, 0.44% hits | AID 485275, 2010 | S. cerevisiae Candida pump triplex | inhibition, % at 10 µM;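 active = plate passing quality check with inhibition over a set limit, or well fluorescence over plate mean plus 4 SD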;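 also: Nile Red retained in pooled yeast measured as flow cytometry median fluorescence; 0% = buffer negative control and 100% = Enniatin B positive control; higher means more Nile Red kept so more efflux inhibition; some compounds called inactive have numbers as strong as hits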
# AHR activator = AHR activators, primary screen, cell-based, luminescence, luciferase reporter, human; Aryl hydrocarbon receptor (Homo sapiens), P35869; AHR-responsive luciferase reporter cells; activation, % at 5 µM; 320,000 compounds, 2.5% hits; AID 2796, 2010; in the data active = activation above about 47%;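 also: 0% = vehicle wells and 100% = reference agonist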
# Target sequence (P35869 whole entry, looked up): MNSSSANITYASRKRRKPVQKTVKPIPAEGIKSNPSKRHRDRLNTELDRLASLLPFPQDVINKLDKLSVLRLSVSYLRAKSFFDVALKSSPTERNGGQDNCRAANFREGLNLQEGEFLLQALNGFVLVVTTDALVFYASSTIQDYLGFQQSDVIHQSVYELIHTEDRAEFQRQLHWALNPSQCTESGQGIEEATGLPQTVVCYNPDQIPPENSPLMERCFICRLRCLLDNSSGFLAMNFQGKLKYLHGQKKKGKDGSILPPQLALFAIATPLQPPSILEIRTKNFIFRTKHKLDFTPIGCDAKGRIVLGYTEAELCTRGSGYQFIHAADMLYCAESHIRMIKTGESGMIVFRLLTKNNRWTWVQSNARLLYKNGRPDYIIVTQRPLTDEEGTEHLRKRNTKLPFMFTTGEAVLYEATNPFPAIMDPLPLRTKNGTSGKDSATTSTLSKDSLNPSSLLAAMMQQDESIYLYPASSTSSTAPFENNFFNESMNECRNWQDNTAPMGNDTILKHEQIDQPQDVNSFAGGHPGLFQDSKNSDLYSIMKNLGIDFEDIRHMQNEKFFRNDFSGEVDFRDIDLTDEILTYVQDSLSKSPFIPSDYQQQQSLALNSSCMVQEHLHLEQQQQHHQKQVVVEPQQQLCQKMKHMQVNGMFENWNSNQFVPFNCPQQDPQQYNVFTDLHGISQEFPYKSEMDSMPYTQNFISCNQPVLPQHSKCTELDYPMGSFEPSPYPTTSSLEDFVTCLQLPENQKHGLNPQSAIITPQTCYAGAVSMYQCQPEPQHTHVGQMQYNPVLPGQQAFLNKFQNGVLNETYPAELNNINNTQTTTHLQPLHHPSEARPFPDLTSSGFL
# * = called active by the depositor; . = not tested or not shown; [ ] = remark or other dose.
SMILES	CIT2 TOR yeast	Efflux pump inh	AGP1-GFP MLPCN	RPL19A-GFP yeast	LAP4 TOR yeast	MEP2-GFP yeast	Yeast superoxide	AHR activator
CCOC(=O)c1ccc(NC(=O)CN2C(=O)C(CC)SC(CC)C2=O)cc1 (configuration not stated)	100	0.3	105	109	97	114	103	0
CC1CCCN(CCCNC(=O)c2ccc(CS(=O)(=O)Cc3cccc(Cl)c3)o2)C1 (configuration not stated)	108	-0.2	103	97	95	108	93	0
CCOc1ccc(-n2c(SCC(=O)OC)nc3sc4c(c3c2=O)CCN(C)C4)cc1	98	-0.2	101	105	93	111	106	.
C=C1CCN([C@@H](CC(C)C)C(=O)NCc2ccco2)S(=O)(=O)c2ccccc21	102	0.1	107	100	99	103	97	0
COc1ccc(CCN(C)C(=O)c2ccc(COc3ccccc3)o2)cc1OC	92	-0.5	95	100	96	96	89	1
COC(=O)Nc1cc(C(F)(F)F)ccc1N1CCN(c2ccccc2)CC1	94	0.0	97	97	88	95	93	-3
COc1ccc(CCNC(=O)CN(c2ccccc2OC)S(C)(=O)=O)cc1	108	0.0	105	101	100	101	97	-2
O=C(OCc1cnc(Cl)s1)c1cccc(Cl)c1Cl	99	0.0	97	98	99	107	94	6
O=S(=O)(NCCNS(=O)(=O)c1cccs1)c1cccs1	93	-0.1	97	94	95	98	84	0
Cc1ccc(OCC(=O)NNC(=O)CCC(=O)NCc2ccccc2)cc1	102	-0.1	98	98	105	102	126	-2
COc1cc(OC)c(S(=O)(=O)Nc2ccccc2N2CCCCC2)cc1NC(C)=O	98	-0.2	104	96	92	96	97	3
Cn1c(Cc2c[nH]c3ccccc23)n[nH]c1=S	100	-0.2	102	102	99	123	71	43
Cc1nc(-c2ccc(Cl)cc2)sc1C1(C)CC(c2ccc([N+](=O)[O-])cc2)=NO1 (configuration not stated)	93	0.1	100	100	98	105	105	3
CSc1ccc(S(=O)(=O)NCC(=O)OCC(=O)N2CCCCC2C)cc1[N+](=O)[O-] (configuration not stated)	109	0.0	105	107	100	109	103	1
CCCc1cc(=O)[nH]c(SCC(=O)c2c(N)n(CC(C)C)c(=O)n(C)c2=O)n1	114	-0.1	105	97	98	99	96	4
COc1ccc(S(=O)(=O)N2CCC(C(=O)NC(C)CCc3ccccc3)CC2)cc1 (configuration not stated)	99	0.2	103	105	89	110	111	2
Cc1cc(S(=O)(=O)Nc2c(C)ccc3nsnc23)ccc1F	100	0.0	106	99	104	106	107	2
CCCOC(=O)c1ccc(-n2nnnc2SCC(=O)N2CCCCC2)cc1	99	0.4	97	95	105	100	94	1
Cc1cccc(NC(=O)COc2ccc3oc4c(c3c2)CCCC4)n1	111	0.1	98	98	99	98	91	5
O=C(c1ccccc1)c1ccccc1NC(=O)C1CCCN1Cc1ccccc1 (configuration not stated)	91	0.4	97	98	104	97	89	0
CCOc1ccc(NC(=O)CN(c2ccc([N+](=O)[O-])cc2)S(=O)(=O)c2ccccc2)cc1	101	0.0	99	103	100	108	97	21
COc1cc(C(=S)N2CCOCC2)cc(OC)c1OC(=O)c1ccc([N+](=O)[O-])cc1[N+](=O)[O-]	108	0.0	100	103	91	108	106	2
Cc1noc(C)c1C(=O)N1CC(C)OC(C)C1 (configuration not stated)	99	-0.1	94	94	93	97	96	-3
CC(Oc1ccc(F)cc1)C(=O)NN (configuration not stated)	94	-0.5	91	94	88	99	104	5
COc1ccc(NC(=O)c2sc(N3CCOCC3)nc2-c2ccccc2)c(OC)c1	88	-0.2	98	98	118	102	102	7
COC(=O)c1ccc(NC(=O)c2cccc(C)c2[N+](=O)[O-])cc1	98	0.1	96	104	95	98	122	-2
CC/C(=N/N=C(\CC)c1ccccc1)c1ccccc1	99	-7.1	97	102	90	100	93	-2
CCCCN1C(=O)C(=O)N(c2ccccc2)C1=S	104	6.5*	93	96	94	110	112	0
COc1cccc(C(=O)O/N=C(\N)c2ccc([N+](=O)[O-])cc2)c1OC	105	-0.2	.	98	106	112	102	4
COc1ccc(F)cc1S(=O)(=O)Nc1cc2c3c(c1)CC(=O)N3CCC2	89	0.0	106	98	114	95	102	11
CC1(C)NC(=O)N(c2ccccc2Cl)C1(C)NO (configuration not stated)	95	0.0	101	98	97	94	103	2
Cc1ccc(C(=O)NC(=S)NCC2CCCO2)cc1[N+](=O)[O-] (configuration not stated)	107	-0.1	103	102	97	103	113	10
COc1cc(OC)cc(C(=O)Nc2cc(C)on2)c1	101	-0.1	98	99	92	98	99	24
CCCN(CCC)CC(O)Cn1cc(/C=C/C(=O)c2cccs2)c2ccccc21 (configuration not stated)	96	0.1	91	93	93	97	102	5
CCOc1ccccc1N1CCN(Cc2ccc(OC)c(OC)c2OC)CC1	91	0.1	95	98	96	97	90	-2
CCOC(=O)c1ccccc1N1C(=O)CSC1=S	98	0.0	105	98	99	105	114	1
CNC(=O)CSc1nc(N)c2c3c(sc2n1)CCC3	95	-0.2	.	98	99	100	98	-6
CC(=O)Nc1ccc(NC(=O)CSc2nnc(CNc3ccc(F)cc3)n2CC2CCCO2)cc1 (configuration not stated)	104	-0.2	103	98	89	100	97	3
CN1CCN(C(=O)C2CCCN(S(=O)(=O)c3ccc(Br)cc3)C2)CC1 (configuration not stated)	102	-0.1	98	99	86	95	107	-6
Cc1ccccc1NC(=O)Cc1nnc(SCC(=O)Nc2ccccc2)n1C	93	0.0	98	95	105	96	82	-1
Cc1cc(C)c(NC(=O)Cn2nnc(C(=O)Nc3ccc(F)cc3F)c2N)c(C)c1	104	0.0	99	103	99	100	103	2
c1ccc(Cn2c(NCc3ccccn3)nc3ccccc32)cc1	93	0.1	97	95	101	84	94	3
O=C(c1cccc(Cl)c1)N1CCC2(CC1)NCCc1[nH]cnc12	95	-0.1	101	93	104	97	89	2
CCOc1cc(/C=N/Nc2nnc(C)n2N)ccc1O	126	-0.3	101	111	84	107	102	13
Cc1cccc(NC(=S)NC(C)C(c2cccs2)N2CCN(C)CC2)c1C (configuration not stated)	100	-0.1	100	97	100	98	106	-4
C=CCSc1nnc(-c2cnn(-c3ccccc3)c2-n2cccc2)n1C	99	0.3	102	104	102	107	100	-1
O=C(COc1ccccc1)Nc1cccc(-c2nn[nH]n2)c1	92	0.2	100	104	94	106	114	4
CCOc1ccccc1NC(=O)C(=O)NCC1CCCN1CC (configuration not stated)	103	0.1	103	98	93	98	91	4
Cc1cc(C(=O)OCC(=O)NC(C)c2ccc(F)cc2)c(C)o1 (configuration not stated)	105	0.6	107	109	110	102	127	1
COc1ccccc1NC(=O)Nc1cccc(NC(C)=O)c1	110	-0.1	101	114	97	102	99	6
COc1ccc(-c2cc(=O)n(CCC#N)[nH]2)cc1	94	0.0	97	94	99	93	103	1
CCC(C(=O)NC1CCCCC1)n1c(SCc2cccc(F)c2)nc2ccncc21 (configuration not stated)	106	-0.1	101	97	100	101	86	1
CC(=O)c1ccc(NC(=O)CCc2nc3sc4c(c3c(=O)[nH]2)CCCC4)cc1	95	0.0	93	95	94	96	115	8
CCOc1ccccc1-n1cnc(C#N)c1N	99	0.0	101	100	103	92	108	0
Cc1cc(C(=O)CN2c3cccc4cccc(c34)S2(=O)=O)c(C)n1C	98	0.0	88	93	88	89	123	8
CN(CC(=O)NCCc1ccc(S(N)(=O)=O)cc1)c1ccccc1	105	0.0	93	109	93	103	92	-1
CCc1ccc(/C=c2\s/c(=C\C(=O)C(C)(C)C)[nH]c2=O)cc1	90	0.6	91	98	93	97	85	27
Cc1ccc(Oc2ccc(NC(=O)CCC(=O)OCC(=O)c3cccs3)cc2)cc1C	100	0.0	100	97	100	96	107	1
CCCCNC(=O)NS(=O)(=O)c1cnccc1Sc1ccc(Cl)cc1	99	0.0	89	97	91	100	110	-2
CC1CCC2(CC1)NC(=O)N(CC(=O)c1ccc(Cl)s1)C2=O (configuration not stated)	95[may fluoresce green]	2.3	99[may fluoresce green]	103[may fluoresce green]	96[may fluoresce green]	99[may fluoresce green]	115	0

# Two of the compounds above, with each value named:
> COc1cc(OC)cc(C(=O)Nc2cc(C)on2)c1
  CIT2 TOR yeast: 101
  Efflux pump inh: -0.1
  AGP1-GFP MLPCN: 98
  RPL19A-GFP yeast: 99
  LAP4 TOR yeast: 92
  MEP2-GFP yeast: 98
  Yeast superoxide: 99
  AHR activator: 24

> CCCN(CCC)CC(O)Cn1cc(/C=C/C(=O)c2cccs2)c2ccccc21 (configuration not stated)
  CIT2 TOR yeast: 96
  Efflux pump inh: 0.1
  AGP1-GFP MLPCN: 91
  RPL19A-GFP yeast: 93
  LAP4 TOR yeast: 93
  MEP2-GFP yeast: 97
  Yeast superoxide: 102
  AHR activator: 5

# Later entries:
SMILES	CIT2 TOR yeast	Efflux pump inh	AGP1-GFP MLPCN	RPL19A-GFP yeast	LAP4 TOR yeast	MEP2-GFP yeast	Yeast superoxide	AHR activator
O=C(Nc1ccc2c(c1)OCO2)C1CC(=O)N(c2ccc3c(c2)OCCO3)C1 (configuration not stated)	83	0.0	88	100	86	89	98	0
COc1cc(-c2cc(OC)c3c(C)oc(C)c3c(=O)c2)ccc1O	99	-0.1	104	97	108	99	99	4
O=C1c2ccccc2C(Nc2ccc(Cl)cn2)N1Cc1ccccc1 (configuration not stated)	86	0.2	96	95	103	94	98	-1
CCOC(=O)C(=CNc1cscc1S(=O)(=O)C(C)C)C(=O)OCC	101	0.1	110	104	109	100	104	4
Cc1ccccc1S(=O)(=O)Cc1ccc(C(=O)NCCN(Cc2ccccc2)C(C)C)o1	95	-0.1	95	100	96	99	89	3
CCN(CC)CC(=O)c1c(N)n(Cc2ccccc2)c(=O)n(C)c1=O	105	-0.1	99	101	105	109	89	1
COc1cccc(CNCc2ccc3c(c2)OCO3)c1	97	-0.1	97	98	98	105	102	.
CC(=O)Nc1ccc(N=Cc2nc(-c3ccc(C)cc3)oc2O)cc1	91	-0.2	.	93	105	102	92	7
Cc1ccc2c(c1)C(=O)CC(O)(C(F)(F)F)O2 (configuration not stated)	91	0.0	96	96	94	91	85	-1
CCCN1CCN(C(=O)Cn2cccc2C(=O)c2ccccc2)CC1	102	0.1	101	97	94	100	82	4
COc1ccnc(Oc2ccccc2)n1	95	0.3	100	105	92	91	101	-1
O=C(Cc1csc(-c2ccccc2)n1)Nc1ccc(C(F)(F)F)cc1	104	-0.4	106	102	100	109	104	55*
COc1ccccc1/C=N/NC(=O)CC(=O)NC1CCCCC1	104	0.0	103	98	109	101	109	10
CCCN1C(=O)c2cc(C(=O)NC3CCCCCC3)ccc2C1O (configuration not stated)	111	-0.1	111	103	98	111	101	9
COc1ccccc1CNS(=O)(=O)c1cc2c3c(c1)C(C)C(=O)N3CCC2 (configuration not stated)	108	-0.1	106	102	101	110	82	3
Cc1cc(-c2cc(C(=O)NCc3ccccc3)on2)nc(NC2CCCC2)n1	81	0.1	92	92	103	93	83	3
Fc1cccc(CSc2ccc(-c3ccco3)nn2)c1	99	-0.4	94	102	107	130	86	-10
COc1ccc(C(CCNCc2ccc(N(C)C)cc2)c2ccccc2)cc1 (configuration not stated)	99	-0.1	103	102	90	98	100	3
Cc1cccc(-n2nc3c(c2NC(=O)c2c(F)cccc2F)CS(=O)(=O)C3)c1C	107	-0.1	102	96	90	89	119	0

# Rows were taken by chance (roughly 3.9% active in at least one column).
